GLS inh: qHTS for Inhibitors of Glutaminase (GLS); GLS enzymatic activity, qHTS titration; Glutaminase kidney isoform, mitochondrial (Homo sapiens), O94925; Potency, µM (highest dose often 45.5 µM), inactives show at the highest dose activity change, negative = inhibition, usual class: inhibitors; 410,000 compounds, 0.21% hits; also: potency is read from the fitted curve at half-maximal effect; % is scaled to controls: 0 for no effect and ±100 for the full control effect
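hKGA in 45 mM KH2PO4 pH 8.2, 0.02% Tween-20 with pin-transferred compounds; 1 mM L-glutamine (stock) plus glutamate oxidase/HRP/Amplex Red coupling added. Fluorescence read initially and after 30 min at RT.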
Pin1 inh: qHTS Assay to Find Inhibitors of Pin1; Potency, µM (series often up to 115 µM), inactives show top-dose activity, negative = inhibition, actives largely listed as inhibitors; Pin1 FP peptide displacement, HiFluor488, 10 min; 390,000 compounds, 0.009% hits; AID 504891, 2011; active = well fitted inhibition curve with a large enough effect in the polarisation, with a control signal flat, not every such curve was filed as active; inconclusive = small, poorly fitted or top-dose-only effect, or effect the other way, or a change in a side signal; inactive = no such curve, though single readings can be large or run the other way; the % refers to the polarisation; also: potency is read from the fitted curve at half-maximal effect; % is scaled to controls: 0 for no effect and ±100 for the full control effect
Target sequence (Q13526 whole entry, looked up): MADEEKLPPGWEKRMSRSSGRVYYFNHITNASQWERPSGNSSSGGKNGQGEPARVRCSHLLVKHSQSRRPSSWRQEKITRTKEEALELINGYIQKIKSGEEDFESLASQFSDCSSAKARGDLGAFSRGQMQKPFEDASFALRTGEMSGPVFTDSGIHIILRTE
HP1b chromo inh: HTS for Inhibitors of HP1-beta Chromodomain Interactions with Methylated Histone Tails; Chromobox protein homolog 1 (Homo sapiens), P83916; AlphaScreen HP1-beta / biotin-H3K9me3 peptide binding; Potency, µM (highest dose often 114 µM), for inactives: at the highest dose activity change, negative = inhibition, most hits filed as inhibitors; 390,000 compounds, 0.56% hits; AID 540317, 2011; also: potency is read from the fitted curve at half-maximal effect; nearly all actives have a fitted effect of over 70% in size; inactives centre near 23
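Compound inhibition of the preformed complex between 50 nM HP1-beta and 50 nM biotinylated H3K9me3 peptide was read by AlphaScreen. Buffer was PBS pH 7.4 with 0.01% Tween-20. Incubations ran 30 min at room temperature, with 10 ug/mL donor/acceptor beads.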
PI4K2A block: qHTS for small molecular inhibitors of PI4K2A | purified PI4K2A, ADP-Glo luminescence, 1 h; active compounds read low | activity change, negative = inhibition, % at 76.9 µM | 420,000 compounds, 0.13% hits; in the data active = activity change below about -50%; inconclusive = mostly about -30% to -49%;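 also: -100% = wells without enzyme as full effect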
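In this quantitative HTS, ADP production by PI4K2A was quantified luminescently after 1 h at ambient temperature; 100 microM adenosine served as plate-quality control.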
Tb PGK inh: qHTS Assay to Find Inhibitors of Phosphoglycerate Kinase. PGK/GAPDH coupled, Kinase-Glo luminescence, 60 min. Potency, µM (doses to about 57.5 µM), for inactives: at the highest dose activity change, negative = inhibition, actives largely listed as inhibitors. 380,000 compounds, 0.043% hits; also: potency is read from the fitted curve at half-maximal effect; % is scaled to controls: 0 for no effect and ±100 for the full control effect; nearly all actives have a fitted effect of over 60% in size
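Luminescent ATP detection (Kinase-Glo Plus) follows a 60-minute room-temperature incubation, with wells lacking PGK as controls. Buffer: 100 mM TEA (pH 7.6), 5 mM MgCl2, 0.01% Tween-20. Coupling enzyme GAPDH (100 nM final) supplies unstable 1,3-BPG in-well.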
TrxR1 substrate: qHTS Assay for Substrates of Mammalian Selenoprotein Thioredoxin Reductase 1 (TrxR1): qHTS | Thioredoxin reductase 1, cytoplasmic (Rattus norvegicus), O89049 | purified TrxR1 substrate turnover, NADPH consumption readout | 390,000 compounds, 0.01% hits | Potency, µM (doses to about 114 µM), for inactives: at the top dose activity change, negative = substrate turnover; also: potency is read from the fitted curve at half-maximal effect; % is scaled to controls: 0 for no effect and ±100 for the full control effect; nearly all actives have a fitted effect of over 50% in size
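Rat TrxR1, dispensed at 90 nM, was prereduced with 400 uM NADPH (final) for 5 min at ~22 deg C, then incubated with compound 15 min before 400 uM selenite. A first-read NADPH fluorescence drop versus no-compound background flagged substrates.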
mIDH1 inhibitor: qHTS for Inhibitors of mutant isocitrate dehydrogenase 1 (IDH1): qHTS; 390,000 compounds, 0.093% hits; Isocitrate dehydrogenase [NADP] cytoplasmic (Homo sapiens), O75874; AID 602179, 2012; Potency, µM (series often up to 76.6 µM), for the others: at the highest dose activity change, negative = inhibition, actives largely listed as inhibitors; IDH1-R132H enzyme, NADPH consumption, diaphorase/resazurin fluorescence; also: potency is read from the fitted curve at half-maximal effect; % is scaled to controls: 0 for no effect and ±100 for the full control effect; nearly all actives have a fitted effect of over 65% in size
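IDH1-R132H (0.5 ug/mL dispensed) in pH 7.5 Tris buffer was preincubated 30 min with compound, then given a substrate mix of 0.016 mM NADPH and 2 mM alpha-KG for 80 min at room temperature; remaining NADPH was read by diaphorase/resazurin fluorescence.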
rTrxR1 inhibitor: qHTS Assay for Inhibitors of Mammalian Selenoprotein Thioredoxin Reductase 1 (TrxR1): qHTS; recombinant rTrxR1, NADPH fluorescence consumption, selenite substrate; Potency, µM (titrated, usually from 114 µM), for inactives: at the highest dose activity change, negative = inhibition, most hits filed as inhibitors; 390,000 compounds, 1% hits; AID 588453, 2011; also: potency is read from the fitted curve at half-maximal effect; % is scaled to controls: 0 for no effect and ±100 for the full control effect; nearly all actives have a fitted effect of over 65% in size
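Rat TrxR1 (90 nM in the dispensed reagent) was pre-reduced with 400 uM NADPH for 5 min at room temperature, then incubated with compound for 15 min. After 400 uM selenite was added, NADPH fluorescence (Ex 340/Em 450 nm) was followed for 8 min.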
USP1-UAF1 inh: Inhibitors of USP1/UAF1: Primary Screen; Ubiquitin carboxyl-terminal hydrolase 1 (Homo sapiens), O94782; recombinant USP1/UAF1, Ub-Rhodamine cleavage fluorescence; Potency, µM (top dose mostly 57.1 µM), inactives show at the top dose activity change, negative = inhibition, hits mostly inhibitors; 390,000 compounds, 0.23% hits; also: potency is read from the fitted curve at half-maximal effect; % is scaled to controls: 0 for no effect and ±100 for the full control effect; nearly all actives have a fitted effect of over 60% in size; inactives centre near -12
Target sequence (O94782 whole entry, looked up): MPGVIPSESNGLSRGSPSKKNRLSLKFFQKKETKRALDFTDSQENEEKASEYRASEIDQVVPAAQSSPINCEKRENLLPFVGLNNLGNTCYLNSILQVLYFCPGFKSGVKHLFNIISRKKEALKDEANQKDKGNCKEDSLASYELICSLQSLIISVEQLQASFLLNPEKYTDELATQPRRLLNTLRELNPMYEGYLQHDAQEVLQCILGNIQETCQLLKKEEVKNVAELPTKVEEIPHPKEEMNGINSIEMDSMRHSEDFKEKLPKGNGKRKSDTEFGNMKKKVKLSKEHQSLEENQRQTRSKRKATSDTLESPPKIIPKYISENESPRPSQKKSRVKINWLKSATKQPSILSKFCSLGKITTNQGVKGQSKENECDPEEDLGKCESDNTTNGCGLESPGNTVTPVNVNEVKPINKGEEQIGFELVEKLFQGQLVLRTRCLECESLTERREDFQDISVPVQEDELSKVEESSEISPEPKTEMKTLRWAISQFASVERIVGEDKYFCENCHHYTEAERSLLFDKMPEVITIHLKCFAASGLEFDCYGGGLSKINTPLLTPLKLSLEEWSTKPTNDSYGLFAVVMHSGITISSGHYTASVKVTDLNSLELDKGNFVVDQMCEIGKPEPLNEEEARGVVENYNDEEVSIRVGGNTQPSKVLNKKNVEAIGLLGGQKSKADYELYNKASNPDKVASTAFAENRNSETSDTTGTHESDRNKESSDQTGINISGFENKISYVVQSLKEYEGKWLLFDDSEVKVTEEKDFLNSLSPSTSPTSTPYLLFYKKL
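USP1/UAF1 complex at 1 nM was preincubated with compound for 15 min at room temperature, then Ub-Rho substrate (150nM final) was added. Fluorescence (480/540 nm) was read kinetically, 6 reads every 60 seconds.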
An asterisk follows results filed as active; i = inactive; ? = inconclusive; · = no result given; [ ] = dose if it differs, or a comment. Unless noted, calls follow the shape of the dose curve; as a rule, active = well fitted curve in the direction sought with a large enough effect; inconclusive = small, poorly fitted or top-dose-only effect, or another doubt; inactive = no such curve, though single readings can be large; an effect the other way counts as inactive or inconclusive.

[1] C[C@H](NC(=O)Cc1cccc2ccccc12)C(=O)N1CCCN(C)CC1
[2] Nc1ccc2c(c1)nc(Cc1ccccc1)n2CCO
[3] CCOC(=O)C1CCN(C(=O)Nc2ccc3nc(-c4ccco4)c(-c4ccco4)nc3c2)CC1
[4] O=C(Nc1ccccc1C(=O)N1CCCCC1)c1ccc(Cl)cc1Cl
[5] Cc1ccc2c(c1)N(CCCC(=O)NCCCN1CCCCC1)C(=O)CO2

assay / compound,1,2,3,4,5
GLS inh,5%,5%,-10%,-18%,-5%
Pin1 inh,0%,1%,?,0%,-1%
HP1b chromo inh,14%,31%,40µM*,22%,27%
PI4K2A block,1,-1,?,3,-3
Tb PGK inh,2%,·,?,i,-4%
TrxR1 substrate,7%[57.1 µM],10%,31%,-17%[57.1 µM],1%[57.1 µM]
mIDH1 inhibitor,-4%,-5%,1%,4%,2%
rTrxR1 inhibitor,28%[57.1 µM],27%,3.2µM*,22%[57.1 µM],31%[57.1 µM]
USP1-UAF1 inh,-18%,-17%,?,-17%,-13%

[6] O=C(Nc1nc2cc3c(cc2s1)OCCO3)c1ccc([N+](=O)[O-])o1
[7] CC(C)NC(=O)c1ccc2c(c1)N(CC(=O)N1CCCCC1)C(=O)C(C)(C)O2
[8] COc1ccccc1NCC(=O)NNCC(=O)Nc1ccc(F)c(Cl)c1
[9] NC(=O)c1ccc[n+](CC(=O)c2cccc([N+](=O)[O-])c2)c1
[10] CN(C)N1C(=O)C2C3C=CC(O3)C2C1=O (stereo unspecified)

assay / compound,6,7,8,9,10
GLS inh,8%,-3%,-20%,-14%,-1%
Pin1 inh,-6%,-5%,-10%,-1%,2%
HP1b chromo inh,27%,8%,16%,43%[activator],13%[57 µM]
PI4K2A block,-2,-5,-2,1,0
Tb PGK inh,-9%,-13%,-3%,i,-2%
TrxR1 substrate,7%,12%,-8%[57.1 µM],0%,5%[57.1 µM]
mIDH1 inhibitor,3%,-1%,20%,0%,-8%
rTrxR1 inhibitor,15%,35%,19%[57.1 µM],?,0%[2.29 µM]
USP1-UAF1 inh,-28%,-3%,-6%,-24%,?

[11] Cc1ccn(C(C)CC(=O)Nc2ccc(-c3ccno3)cc2)n1 (stereo unspecified)
[12] CCOC(=O)CNC(=O)CSc1nnc(C)c(=O)[nH]1
[13] O=C(c1ccc(Sc2ccc(F)cc2)c([N+](=O)[O-])c1)N1CCOCC1
[14] CCn1c(CNC(=O)c2ccco2)nnc1SCC(=O)Nc1cc(F)ccc1C
[15] Cc1ccccc1OCC(=O)NNC(=O)c1ccc2c(=O)n3c(nc2c1)CCC3

assay / compound,11,12,13,14,15
GLS inh,-14%,-6%,-14%,9%,-11%
Pin1 inh,10%,1%,-7%,-6%,0%
HP1b chromo inh,20%,26%,3%,-8%,28%
PI4K2A block,-3,0,-25,-2,-8
Tb PGK inh,-4%,-6%,10%,i,i
TrxR1 substrate,4%,4%,9%[57.1 µM],15%,-7%
mIDH1 inhibitor,-10%,1%,4%,-5%,-3%
rTrxR1 inhibitor,30%,7%,-15%[57.1 µM],25%,-10%
USP1-UAF1 inh,-8%,-18%,-9%,?,4%

[16] CC(=O)Nc1nnc(SCC(=O)NC(C)(C)C)s1
[17] COc1cccc(CN2CCNC(=O)C2CC(=O)NCc2cn3ccccc3n2)c1OC (stereo unspecified)
[18] CCN1CCN(c2cc(C)c3cc(NC(=S)NCCCOC)ccc3n2)CC1
[19] Clc1ccc(CNc2cc(-c3ccccc3)nc3nncn23)cc1
[20] Cc1ccc(OCc2cc(C(=O)N3CCN(c4ccccc4)CC3)no2)cc1C

assay / compound,16,17,18,19,20
GLS inh,11%,-6%,29%,-13%,-2%
Pin1 inh,-4%,4%,-3%,3%,-3%
HP1b chromo inh,36%,25%,15%,9%,17%
PI4K2A block,0,-2,5,-2,2
Tb PGK inh,6%,-4%,·,-2%,-7%
TrxR1 substrate,1%,1%[57.1 µM],2%,-9%,-14%
mIDH1 inhibitor,-3%,2%,8%,16%,-7%
rTrxR1 inhibitor,-1%,3%[57.1 µM],?,-8%,-9%
USP1-UAF1 inh,-7%,-13%,-19%,-11%,-9%

[21] CCCCNC(=O)CNC(=O)c1nn(-c2ccc(OC)cc2)c(=O)c2ccccc12
[22] CC(C)CC(NC(N)=O)C(=O)NCc1ccccc1Cl (stereo unspecified)
[23] O=C1CCn2c1c(O)c1ccccc1c2=O
[24] Cc1cc(NC(=O)CCC(=O)N(c2cccnc2)C(C(=O)NC2CCCC2)c2ccccc2F)no1 (stereo unspecified)
[25] COc1cccc(CNC(=O)CCn2ccc3cc(S(=O)(=O)N4CCC(C)CC4)ccc32)c1

assay / compound,21,22,23,24,25
GLS inh,11%,-2%,22%,5%,0%
Pin1 inh,-3%,5%,?,2%,-1%
HP1b chromo inh,27%,33%,-14%,51%[activator],36%[activator]
PI4K2A block,3,6,?,-1,0
Tb PGK inh,-1%,8%,-8%,-6%,-2%
TrxR1 substrate,-3%,-6%,71%[57.1 µM],-1%,-2%
mIDH1 inhibitor,0%,7%,1%,?,-3%
rTrxR1 inhibitor,13%,-7%,-2%[11.4 µM],2%,11%
USP1-UAF1 inh,-12%,-17%,5µM*,-11%,-19%

[26] O=C(Cc1ccc(Br)cc1)N1CCN(c2ccc(F)cc2)CC1
[27] Cc1ccc(NC(=O)N2CCC(NC(=O)c3ccco3)CC2)cc1
[28] CCCOc1ccc(C(=O)NCCN2CCOCC2)cc1
[29] Fc1ccc(-c2cc(-c3nnc4n3CCCCC4)c3ccccc3n2)cc1
[30] CCOc1cc2[nH]c(=O)n(Cc3ccc(C(=O)N4CCN(c5cccc(Cl)c5)CC4)cc3)c(=O)c2cc1OCC

assay / compound,26,27,28,29,30
GLS inh,17%,8%,4%,6%,10%
Pin1 inh,-7%,-1%,-1%,-2%,-1%
HP1b chromo inh,10%,1%,24%,51%[activator],12%
PI4K2A block,1,6,-3,2,1
Tb PGK inh,i,6%,i,-7%,-3%
TrxR1 substrate,-10%,1%,-6%,-1%,-1%[57.1 µM]
mIDH1 inhibitor,1%,-3%,21%,-8%,-4%
rTrxR1 inhibitor,25%[57.1 µM],7%,5%[57.1 µM],13%,13%[57.1 µM]
USP1-UAF1 inh,-17%,2%,-13%,-7%,4%

Full records from above:
Fc1ccc(-c2cc(-c3nnc4n3CCCCC4)c3ccccc3n2)cc1 is listed with GLS inh = 6%; Pin1 inh = -2%; HP1b chromo inh = 51%[activator]; PI4K2A block = 2; Tb PGK inh = -7%; TrxR1 substrate = -1%; mIDH1 inhibitor = -8%; rTrxR1 inhibitor = 13%; USP1-UAF1 inh = -7%
CCCOc1ccc(C(=O)NCCN2CCOCC2)cc1 is listed with GLS inh = 4%; Pin1 inh = -1%; HP1b chromo inh = 24%; PI4K2A block = -3; Tb PGK inh = i; TrxR1 substrate = -6%; mIDH1 inhibitor = 21%; rTrxR1 inhibitor = 5%[57.1 µM]; USP1-UAF1 inh = -13%
Cc1ccc(NC(=O)N2CCC(NC(=O)c3ccco3)CC2)cc1 is listed with GLS inh = 8%; Pin1 inh = -1%; HP1b chromo inh = 1%; PI4K2A block = 6; Tb PGK inh = 6%; TrxR1 substrate = 1%; mIDH1 inhibitor = -3%; rTrxR1 inhibitor = 7%; USP1-UAF1 inh = 2%

Later entries.
[31] CCN1C(=O)/C(=C/c2cccs2)S/C1=N\S(=O)(=O)c1ccc(C)cc1
[32] CCSc1ncnc2nc[nH]c12
[33] COc1ccc(CCNC(=O)C(=O)NCC2OCCN2S(=O)(=O)c2cc(F)ccc2F)cc1OC (stereo unspecified)
[34] CC(=O)Nc1ccc(S(=O)(=O)N2CCCCC2c2cccnc2)cc1 (stereo unspecified)
[35] O=C(CC(=O)Nc1ccccc1)Nc1ccccc1
[36] C=CCn1c(NCCO)nc2c1c(=O)n(C)c(=O)n2C
[37] CC(C)(C)c1ccc(NNC(=O)C2CCC2)cc1

assay / compound,31,32,33,34,35,36,37
GLS inh,11%,·,14%,-1%,8%,-1%,13%
Pin1 inh,1%,8%,3%,0%,2%,0%,0%
HP1b chromo inh,-10%,-6%[57 µM],21%,29%,-2%,35%[activator],43%[activator]
PI4K2A block,-2,·,-6,0,0,4,2
Tb PGK inh,-10%,·,-4%,i,-15%,·,0%
TrxR1 substrate,4%,0%,3%[57.1 µM],-3%,7%[57.1 µM],3%,2%
mIDH1 inhibitor,4%,·,4%,0%,-2%,3%,-6%
rTrxR1 inhibitor,18%,1%,7%[57.1 µM],-15%,31%[57.1 µM],21%,8%
USP1-UAF1 inh,-4%,·,-20%,-12%,8%,-8%,-28%

A portion of the library; the hit share may differ from the screen's.
